VIM-2 inh = inhibitors of Pseudomonas aeruginosa VIM-2 metallo-beta-lactamase | purified VIM-2, nitrocefin hydrolysis, epi-absorbance fluorescence | inhibition, % at 5.6 µM | hit rate 0.89% among 290,000 | AID 1527;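 active means inhibition above the mean of all tested compounds plus 3 SD, cutoff set per screening run, cut at about 7.5% in these data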;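 further: red hydrolysis product quenches plate fluorescence so inhibitors raise well fluorescence; 0% = enzyme with DMSO and 100% = DMSO without enzyme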
PHOSPHO1 inh = inhibitors of human PHOSPHO1 phosphatase. Q8TCT1. recombinant PHOSPHO1, absorbance phosphatase assay. inhibition, % at 13.3 µM. hit rate 1.1% among 290,000; in the data active means inhibition above about 60%
Target sequence (Q8TCT1 whole entry, looked up): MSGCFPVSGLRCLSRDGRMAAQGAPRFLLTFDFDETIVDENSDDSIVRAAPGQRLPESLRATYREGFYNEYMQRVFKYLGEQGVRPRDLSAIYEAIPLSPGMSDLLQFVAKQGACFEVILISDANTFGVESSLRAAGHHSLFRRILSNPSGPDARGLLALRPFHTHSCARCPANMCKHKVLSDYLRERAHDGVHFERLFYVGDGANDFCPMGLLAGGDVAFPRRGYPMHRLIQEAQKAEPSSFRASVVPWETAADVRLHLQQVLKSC
PfM18AAP inh = PfM18AAP enzyme inhibition. recombinant PfM18AAP, H-Glu-NHMec fluorogenic cleavage. inhibition, % at 7.35 µM. hit rate 1.2% among 290,000. AID 1822;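 active means inhibition above the campaign mean inhibition over all tested compounds plus 3 SD, cut at about 28% in these data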;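 further: 0% = plate median of test compound wells and 100% = 2 mM ZnCl2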
NALP1 inh = blocks the NALP1 inflammasome reconstituted in yeast; inhibition, % at 10 µM; AID 2071; S. cerevisiae NALP1/ASC/caspase-1 growth, X-gal OD620, 72 h; hit rate 0.61% among 280,000; in the data active means inhibition mostly above about 24%, no sharp cut-off; inactive means mostly below about 32%; further: some compounds called inactive have numbers as strong as hits
IMP-1 inhibitor = blocks Pseudomonas aeruginosa IMP-1 metallo-beta-lactamase; purified IMP-1, nitrocefin hydrolysis, epi-absorbance fluorescence; inhibition, % at 5.6 µM; hit rate 0.45% among 290,000;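 active means inhibition above the mean plus 3 SD of all compounds in the same screening run, cut at about 4.5% in these data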;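 further: 0% = IMP-1 with DMSO and 100% = DMSO wells lacking enzyme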
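System: Purified recombinant IMP-1 metallo-beta-lactamase enzyme | Measured by: Fluorescence quenching readout, ex 480/em 530 nm | Replication: Singlicate | Incubation: 15 min preincubation plus 25 min reaction at 25 °C | Evaluation: Percent inhibition from optical density relative to buffer-blank wells | Benchmarks: DMSO with and without IMP-1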
p-CIP stab down = compounds decreasing mouse p/CIP protein stability; Q05BA5; F442A p/CIP-EGFP cells, EGFP fluorescence, 16 h; decrease of EGFP signal, % at 10 µM; hit rate 0.01% among 290,000;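 active means EGFP signal decrease of at least 30% at 10 µM or well 3 SD below plate mean, unless failing retest; inactive means the rest, including hits failing retest or dose response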; further: some compounds called inactive have numbers as strong as hits; many of its hits are not listed in these tables
IDE inh = inhibitors of human insulin-degrading enzyme in cells; AID 434962; inhibition, % at 5.59 µM; hit rate 0.41% among 320,000; P14735; HEK cells, FAbetaB cleavage, fluorescence polarization;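 active means percent inhibition above the average of all tested compounds plus 3 SD, set per screening campaign, cut at about 16% in these data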;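 further: IDE supplied by intact live HEK cells; FP after avidin binding of uncleaved biotin substrate so inhibition keeps polarization high; 0% = DMSO wells and 100% = 60 µM reference IDE inhibitor Ii1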
IDE cell activ = IDE (human) activation, cell-based. P14735. HEK cells, FAbeta-B cleavage, fluorescence polarization; 0% vehicle, 100% cell-free pure enzyme wells. hit rate 0.073% among 340,000. activation, % at 5.96 µM;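 active means activation above the mean of all tested compounds plus 3 SD, set per screening campaign, cut at about 17% in these data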
GPR7 antag = blocks human GPR7 receptor signaling; GPR7-expressing cells, fluorescence antagonist assay; P48145; hit rate 1.1% among 290,000; inhibition, % at 4.4 µM; in the data active means inhibition above about 16%, passing the limit was not always enough;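 further: cells stimulated with the agonist NPW; 0% = agonist with vehicle and 100% = vehicle without agonist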
Target sequence (P48145 whole entry, looked up): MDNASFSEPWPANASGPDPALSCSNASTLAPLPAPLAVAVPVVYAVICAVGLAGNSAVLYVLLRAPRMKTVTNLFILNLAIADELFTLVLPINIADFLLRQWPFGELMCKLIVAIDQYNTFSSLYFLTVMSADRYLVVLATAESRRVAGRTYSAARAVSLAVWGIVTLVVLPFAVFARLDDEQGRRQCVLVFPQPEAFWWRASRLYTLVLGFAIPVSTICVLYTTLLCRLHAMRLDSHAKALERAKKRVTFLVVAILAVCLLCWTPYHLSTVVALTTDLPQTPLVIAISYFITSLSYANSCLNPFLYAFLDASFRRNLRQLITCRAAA
An asterisk follows results filed as active; . = no result given.

molecule	VIM-2 inh	PHOSPHO1 inh	PfM18AAP inh	NALP1 inh	IMP-1 inhibitor	p-CIP stab down	IDE inh	IDE cell activ	GPR7 antag
Cc1ccc(CN(Cc2cccnc2)C(=O)CN2C(=O)COc3ccccc32)o1	-1.2	10	-76	14	0.1	-1	3	2	0
Cc1nn(-c2ccccc2)c(C)c1CN	-2.7	0	2	-8	-1.5	-6	3	3	2
COc1ccc(CCC(=O)N2CCN(S(=O)(=O)c3ccc4ccccc4c3)CC2)cc1	-1.8	16	0	-10	-0.7	-9	13	-7	5
Cc1ccc(CNC(=O)CCCC(=O)Nc2cc(C)on2)cc1	-3.2	-23	2	7	-1.1	2	-5	6	-5
Nc1c(Cl)cnc(C(Cl)(Cl)Cl)c1Cl	0.8	19	5	-6	-0.8	-3	2	-2	-14
Cn1c(=O)[nH]c(=O)c2[nH]c(NCCCN3CCOCC3)nc21	1.7	10	12	11	-3.1	2	2	1	0
O=S(=O)(Cc1ccccc1)c1cnc2ccccc2n1	-4.6	14	2	12	-1.8	-10	-4	-5	12
CCCc1cc(=O)[nH]c(SCC(=O)NC2CCCc3ccccc32)n1 (stereo not drawn)	-0.8	20	1	.	-2.2	4	6	-2	-9
C=CCc1c(C)nc(-c2ccccc2)nc1Nc1ccccc1O	0.4	13	-2	33	-3.4	-6	8	4	-11
Cc1ccc(Cn2nnnc2CN2CCC(NC(=O)c3ccc(Br)cc3)CC2)cc1	0.5	-8	-6	-6	-2.5	-14	5	-11	-7
O=S(=O)(c1ccc(F)c(F)c1)N1CCC2(CC1)OCCO2	-1.2	-9	-3	13	-1.8	18	-1	2	-10
COc1cc(CNCCc2ccccc2F)ccc1OCC(=O)N1CCCCC1	-2.5	38	-5	-3	-1.7	-6	0	5	-2
COC(=O)Cn1nc(-c2ccccc2)n(-c2ccccc2)c1=S	-2.2	24	-16	4	-1.6	3	3	6	-4
O=C(COC(=O)c1cnccn1)NCc1ccc2c(c1)OCO2	-2.6	16	0	-1	-4.0	7	2	1	4
O=C(CCCN1C(=O)c2cccc3cccc(c23)C1=O)N1CCN(c2ccc(F)cc2)CC1	-2.0	26	-4	8	-2.2	-16	3	6	1

Record cards, as listed above:
Profile of O=C(CCCN1C(=O)c2cccc3cccc(c23)C1=O)N1CCN(c2ccc(F)cc2)CC1 = VIM-2 inh = -2.0; PHOSPHO1 inh = 26; PfM18AAP inh = -4; NALP1 inh = 8; IMP-1 inhibitor = -2.2; p-CIP stab down = -16; IDE inh = 3; IDE cell activ = 6; GPR7 antag = 1
Profile of COc1cc(CNCCc2ccccc2F)ccc1OCC(=O)N1CCCCC1 = VIM-2 inh = -2.5; PHOSPHO1 inh = 38; PfM18AAP inh = -5; NALP1 inh = -3; IMP-1 inhibitor = -1.7; p-CIP stab down = -6; IDE inh = 0; IDE cell activ = 5; GPR7 antag = -2

The results go on:
molecule	VIM-2 inh	PHOSPHO1 inh	PfM18AAP inh	NALP1 inh	IMP-1 inhibitor	p-CIP stab down	IDE inh	IDE cell activ	GPR7 antag
COn1c(=O)c(-c2ccc(F)cc2)[n+]([O-])c2ccccc21	1.6	33	-1	17	-1.2	3	-2	4	-4
CCOc1ccc(N(C(C)C(=O)NC2CCCCCC2)S(C)(=O)=O)cc1 (stereo not drawn)	-0.6	-4	-15	19	-2.1	5	5	2	19
CCOC(=O)C1CCN(CCCSc2ccc(Cl)cc2)CC1	-3.0	19	-14	40	0.7	-7	-1	5	1
COc1ccc(NC(=O)c2cc(OC)c(OC)c(OC)c2Br)cc1OC	-3.7	-2	-2	35	-2.1	-13	4	4	-8
CC1CCCN(C(=O)CSc2nnc3n(C4CCCC4)c(=O)c4ccccc4n23)C1 (stereo not drawn)	0.1	-30	3	-9	-3.5	-4	-2	4	-8
Cc1ccc2oc(C(=O)N(CCO)Cc3ccccc3)c(C)c2c1	2.2	40	0	18	0.7	-1	-2	0	19
O=C(CC1CCCC1)Nc1ccc2c(c1)CCC2	-5.7	34	46*	-2	0.8	-3	4	1	-3
COc1ccc(C(=O)NC2CCN(Cc3c(F)cccc3Cl)CC2)cc1OC	-1.9	.	3	13	-0.2	-2	-7	-3	0
O=C(CNC(=O)c1ccccc1)N/N=C/c1cc(Br)ccc1O	-4.4	9	5	25	-1.9	9	-2	-2	-9
Nc1[nH][nH]c(=O)c1N=Nc1ccc2c(c1)OCO2	-3.6	41	9	-28	-5.1	-4	3	2	13
Cc1c(C(=O)N2CCCCC2)c(S(=O)(=O)NCc2ccc(F)cc2)c(C)n1C	-0.4	22	-2	9	-0.4	5	0	3	0
COCCCNC(=O)CCn1c(=O)c2ccccc2n(CC(=O)NCCC2=CCCCC2)c1=O	-1.0	-7	0	15	-2.0	5	10	1	-13
CCCCCCCN1C(Nc2ccccc2)=NC[C@@H]1Cc1ccccc1	-1.0	10	1	30	-4.4	-5	-2	2	50*
CCOC(=O)N1CCc2c(sc3c2c(=O)n(Cc2ccccc2)c(=O)n3Cc2ccccc2F)C1	-0.1	24	2	24	-0.2	6	4	6	-2
N=C(c1ccc([N+](=O)[O-])cc1)N1CCCCCC1	-2.2	32	-4	12	-2.4	-24	0	1	-14
CCC(C(=O)Nc1sc(C(N)=O)c(C)c1C(=O)OC)c1ccccc1 (stereo not drawn)	2.2	-10	-5	-12	-0.5	2	-6	-4	4
O=C(CCN1CCN(C/C=C/c2ccccc2)CC1)Nc1ccc(Cl)cc1	-2.5	-7	5	45	-4.2	-26	0	-1	5
Cc1nnc(SCC(=O)Nc2ccc3c(c2)OCCO3)n1CC1CCCO1 (stereo not drawn)	-4.2	22	6	1	-2.4	-6	-2	9	-15
CC1CN(S(=O)(=O)c2cccs2)CC(C)O1 (stereo not drawn)	0.7	-34	-5	11	-3.0	-27	-7	2	13
CC(C)CNC(=O)COC(=O)CNC(=O)c1cc(Cl)cc([N+](=O)[O-])c1	-2.1	7	0	.	-2.3	-2	1	-2	-10
COc1ccc(CCn2c(-c3ccco3)nc3ccccc3c2=O)cc1OC	2.4	0	13	1	-0.9	-11	4	5	-9
O=c1c2ccccc2[nH]c(=S)n1CCCN1CCN(c2ccccc2F)CC1	-5.6	-33	7	6	-5.1	2	2	-5	-19
O=C(Cc1ccc(-n2c(=O)[nH]c3ccsc3c2=O)cc1)NCc1cccnc1	-1.4	3	0	27	-1.7	-5	-4	-4	-9
COc1ccc(CC(=O)N2CCN(C(=O)c3ccco3)CC2)cc1	-1.8	-22	0	21	0.3	2	0	4	11
COc1cc(NC(=O)CN2C(=O)NC(c3ccccc3)(c3ccccc3)C2=O)cc(OC)c1	-4.0	26	7	-1	-5.5	-12	2	1	-5
CC(CN1CCOCC1)c1ccccc1 (stereo not drawn)	2.9	0	8	13	0.8	-3	1	2	15
CCC(C)N(C(=O)COC(=O)c1ccccc1SCC(=O)N1CCCC1)C1CCS(=O)(=O)C1 (stereo not drawn)	2.2	32	-16	8	-1.4	4	-2	0	-1
CC1(C)CC(=O)C(Sc2ccc(Br)cc2)=C(O)C1	0.8	20	-5	5	0.7	-11	-6	5	-12
COc1ccc(-c2nnc(SCC(=O)NC(C)c3ccccc3)o2)cc1 (stereo not drawn)	-4.1	-9	-3	15	3.5	-9	4	1	9
O=[N+]([O-])c1cccc(-c2noc(-c3cccs3)n2)c1	-0.7	16	-7	-8	0.3	0	1	-1	-10
CCc1ccc(NC(=O)CSc2nnc(CNC(=O)c3cccs3)o2)cc1	-2.1	17	-5	2	-1.5	-20	3	4	-13
COc1cccc(NC(=O)Nc2cc(C(=O)O)ccc2C)c1	-2.7	6	1	6	-3.8	2	-1	-3	0
CCC(C)(C)NC(=O)C(C)OC(=O)c1nsc(Cl)c1Cl (stereo not drawn)	-0.4	8	-3	3	-1.2	-2	2	7	5
Cc1ccc(OCC(=O)N/N=C/c2cc([N+](=O)[O-])ccc2N2CCCCC2)cc1	-3.5	-18	3	12	-4.0	-24	4	7	-8
Cc1nc(CS(=O)(=O)c2ccccn2)sc1C(=O)NNC(=O)c1ccccc1	-2.6	42	-1	.	-1.7	2	3	0	-5
CN(C)c1ccc(C(CNC(=O)c2ccccc2)c2c[nH]c3ccccc23)cc1 (stereo not drawn)	-4.4	-11	16	34	-2.0	-7	-2	8	-15
CCOc1ccccc1Cn1c(=O)oc2ccc(C)cc21	-1.3	-14	0	13	-2.3	-12	1	1	-6
CCc1nc2ccccc2c(C(=O)OCC(=O)Nc2ccc(S(=O)(=O)N3CCOCC3)cc2)c1C	-3.0	22	-4	16	-2.2	5	10	-4	3
CCOc1ccc(N(CC(=O)NC2CCCCCC2)S(=O)(=O)c2ccccc2)cc1	-0.4	20	-5	9	-1.9	-16	-6	7	-7
COc1cccc(/C=C(/C#N)c2ccc(F)cc2)c1OCc1cccc(C(=O)O)c1	-2.0	0	-10	19	-2.8	-10	3	0	-12
O=C1CC(=O)CC(c2ccco2)C1	-1.2	-6	28*	0	-2.4	4	-3	9	2
Cc1nnc(SCC(=O)NNC(=O)c2ccccc2)n1-c1ccccc1	-4.7	5	8	26	-2.6	3	-1	-7	-3
Cc1ccc(NC(=O)CSc2ncc(S(=O)(=O)c3ccccc3)c(=O)[nH]2)cc1C	-2.7	-71	-8	14	-5.2	-8	6	-3	1
COC(=O)[C@@]1(Cc2ccc(OC)cc2)[C@H]2c3cc(C(=O)N(C)C)[nH]c3C[C@H]2CN1C(=O)c1ccccc1	-4.1	-14	-6	14	-4.9	-7	10	1	2
CC1CCC(C(=O)NC(C(=O)N2CCc3ccccc3C2)C(C)C)CC1 (stereo not drawn)	-2.6	19	-1	8	-3.6	-13	0	5	5
CC(NC(=O)CCCc1ccccc1)c1ccncc1 (stereo not drawn)	-3.3	36	0	1	-4.0	-12	4	5	-13
CCCOc1cccc(-c2cc(C(=O)NN)c3ccccc3n2)c1	-8.5	-20	1	22	-4.0	-6	2	3	-12
O=C(O)c1cc(N/N=C/C=C/c2ccccc2[N+](=O)[O-])ccc1Cl	1.5	12	19	8	-1.5	0	1	4	-16
COc1ccc(NC(=O)Cn2nnc(C(=O)NCc3cccs3)c2N)c(OC)c1	1.3	53	6	17	-1.3	7	0	5	9
CN(c1ccccc1)S(=O)(=O)c1cccc(C(=O)OCC(=O)NCc2ccc3c(c2)OCO3)c1	-1.2	2	1	1	-2.5	1	0	1	2
CCOCCCNC(=O)CN1C(=O)/C(=C/c2ccccc2)Sc2ccccc21	-5.8	-2	5	9	-3.6	-9	0	5	-6
COc1ccccc1NC(=S)NC(=O)/C=C/c1cccs1	-1.6	22	5	20	-3.2	-17	-1	-1	-13
Cc1cnn(-c2cc(N/N=C/c3ccc(F)cc3)ncn2)c1	-1.9	14	-7	13	-3.4	-5	3	4	-7
C/C(Cn1cnc([N+](=O)[O-])n1)=N\NC(=O)c1ccc(F)cc1	-3.0	-10	1	-15	-0.8	-4	-3	1	5
CSCCC(NC(=O)c1ccccc1Br)C(=O)N1CCC(C)CC1 (stereo not drawn)	-0.9	6	0	2	-2.8	13	3	2	0
COc1ccc(Cl)cc1NC(=O)CN1C(=O)CCS(=O)(=O)c2ccccc21	-1.2	-3	1	-73	-1.4	-4	.	7	0
CN1CCN(C(=O)C2=C[C@H](c3ccc(Br)cc3)C[C@H](OCCCCO)O2)CC1	-2.2	0	8	4	-2.7	4	4	2	-11

Screens as filed in PubChem BioAssay.
